Gal4-VP16 FLuc: VP16 counterscreen qHTS for inhibitors of ROR gamma transcriptional activity; Drosophila S2 Gal4-VP16 UAS-luciferase, luminescence, 20 h; Potency, µM (series often up to 53.6 µM), for the others: at the top dose activity, negative = inhibition, usual class: inhibitors; 3.5% of 310,000 active; AID 2546, 2010;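 also: Gal4-VP16 expression switched on by copper sulfate through the metallothionein promoter; potency is read from the fitted curve at half-maximal effect; % is scaled to controls: 0 for no effect and ±100 for the full control effect; nearly all actives have a fitted effect of over 50% in size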
Coupling enz: qHTS Assay for Inhibitors of Fructose-1,6-bisphosphate Aldolase from Giardia Lamblia: Coupling assay counterscreen. coupling enzyme system counterscreen, AmpLite Red fluorescence. activity change, negative = inhibition, % at 58.2 µM, hits read low. 0.67% of 290,000 active. AID 2472, 2010; in the data active = activity change below about -30%; also: % is scaled to controls: 0 for no effect and ±100 for the full control effect
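Counterscreen lacking aldolase: glyceraldehyde-3-phosphate coupling-enzyme reagent preincubated 10 min at RT with compound (at 57.5 uM final), then substrate/coupling system with AmpLite Red added; fluorescence read at 525/598 nm after 20 min RT.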
Tb PFK block: qHTS Assay to Find Inhibitors of T. brucei phosphofructokinase. T. brucei PFK, ADP-Glo luminescence. 0.17% of 330,000 active. Potency, µM (titrated, usually from 57.5 µM), for inactives: at the top dose activity, negative = inhibition, hits mostly inhibitors. ATP-dependent 6-phosphofructokinase (Trypanosoma brucei brucei), O15648;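 also: potency is read from the fitted curve at half-maximal effect; 0% = uninhibited 1x PFK enzyme wells and -100% = no-enzyme wells; nearly all actives have a fitted effect of over 60% in size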
Target sequence (O15648 whole entry, looked up): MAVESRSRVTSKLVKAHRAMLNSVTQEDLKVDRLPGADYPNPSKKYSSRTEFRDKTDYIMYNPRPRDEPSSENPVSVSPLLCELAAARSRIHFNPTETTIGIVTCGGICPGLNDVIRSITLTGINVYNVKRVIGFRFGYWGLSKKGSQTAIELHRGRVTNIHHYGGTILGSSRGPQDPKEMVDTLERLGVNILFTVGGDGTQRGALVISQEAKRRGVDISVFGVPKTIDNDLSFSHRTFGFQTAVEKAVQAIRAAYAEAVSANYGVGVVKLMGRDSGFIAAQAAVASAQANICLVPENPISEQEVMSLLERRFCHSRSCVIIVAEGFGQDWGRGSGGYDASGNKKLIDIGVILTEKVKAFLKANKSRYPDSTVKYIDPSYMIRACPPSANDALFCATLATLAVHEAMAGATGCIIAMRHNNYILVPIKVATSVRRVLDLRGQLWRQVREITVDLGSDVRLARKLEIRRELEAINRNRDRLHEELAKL
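Compounds were pin-transferred as a titration series up to 57 uM into substrate buffer (0.5 mM F6P, 0.1 mM ATP, pH 8.0), then 1.25 nM PFK was added and reactions ran 45 min before ADP-Glo detection.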
ELG1 genotoxic: qHTS screen for small molecules that induce genotoxicity in human embryonic kidney (HEK293T) cells expressing luciferase-tagged ELG1; HEK293T ELG1-luciferase reporter, luminescence, 16 h; Potency, µM (series often up to 46 µM), inactives show at the top dose activity change, positive = activation, most hits filed as activators; 1.3% of 330,000 active; also: potency is read from the fitted curve at half-maximal effect; % of control where 0% means no effect; nearly all actives have a fitted effect of over 60% in size
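Luminescence read-out: rising ELG1-luciferase signal, reflecting elevated ELG1 protein under genetic stress, flags genotoxic compounds. Cells were treated for 16 hr at 37 °C before ONE-Glo detection.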
Rab9 promoter act: qHTS Assay for Rab9 Promoter Activators | Huh7 Rab9 promoter-luciferase reporter, luminescence, 24 h | 2.8% of 320,000 active | AID 485297, 2010 | Potency, µM (top dose mostly 9.22 µM), without a hit: at the highest dose activation, negative = inhibition, actives largely listed as activators; also: potency is read from the fitted curve at half-maximal effect; % of control where 0% means no effect; nearly all actives have a fitted effect of over 60% in size
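Luminescence from Amplite-detected luciferase (10 minutes, ambient) reports Rab9 promoter activation. Before that, stable Rab9-luciferase Huh7 cells (1500/well, reduced-serum OP-MEM I plus 10% FBS) were exposed to compound for 24 hours at 37C.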
FLuc counter: qHTS profiling assay for firefly luciferase inhibitor/activator using purifed enzyme and Km concentrations of substrates (counterscreen for miR-21 project); purified FLuc, Km substrates, luminescence inhibition; AID 588342, 2011; 6.9% of 360,000 active; Potency, µM (top dose mostly 57.5 µM), without a hit: at the highest dose activity change, negative = inhibition, hits mostly inhibitors;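 also: potency is read from the fitted curve at half-maximal effect; plate controls were vehicle for no effect and reference inhibitor for full effect; nearly all actives have a fitted effect of over 55% in size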
Target sequence (P08659 whole entry, looked up): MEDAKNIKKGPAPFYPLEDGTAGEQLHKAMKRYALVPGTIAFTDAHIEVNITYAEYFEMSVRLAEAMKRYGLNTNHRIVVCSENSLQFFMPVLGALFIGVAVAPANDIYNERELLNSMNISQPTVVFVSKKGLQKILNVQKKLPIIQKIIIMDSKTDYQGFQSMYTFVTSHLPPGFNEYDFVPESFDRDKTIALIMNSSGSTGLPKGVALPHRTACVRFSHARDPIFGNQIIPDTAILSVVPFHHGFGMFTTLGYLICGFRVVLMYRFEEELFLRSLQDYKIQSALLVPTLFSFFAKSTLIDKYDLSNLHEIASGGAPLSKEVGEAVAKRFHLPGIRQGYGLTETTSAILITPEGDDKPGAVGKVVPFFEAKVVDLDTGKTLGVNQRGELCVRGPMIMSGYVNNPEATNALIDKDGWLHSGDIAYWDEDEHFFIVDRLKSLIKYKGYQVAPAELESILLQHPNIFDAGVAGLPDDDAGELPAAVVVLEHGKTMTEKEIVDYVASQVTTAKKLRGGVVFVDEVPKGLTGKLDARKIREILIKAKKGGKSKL
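Purified P. pyralis luciferase (10nM final) with 10uM D-luciferin and 10uM ATP (Km levels) in 50mM Tris acetate pH 7.5, 10mM Mg acetate, 0.01% Tween-20, 0.05% BSA; qHTS 6-point titration, ~60 µM downward; luminescence read.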
KCNH2 3.1 block: qHTS for Inhibitors of KCHN2 3.1: Mutant qHTS | Potassium voltage-gated channel subfamily H member 2, brain isoform KCNH2 3.1 (human) | 0.95% of 340,000 active | activity change, % (tested at about 1.8 µM) | U2OS KCNH2 3.1, thallium flux FluxOr; stronger effect = lower value;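 active = maximum activity change below -70%; inconclusive = maximum activity change from -70% to -50%; inactive = maximum activity change above -50%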;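 also: thallium influx rate constant from kinetic fluorescence after stimulation buffer; % is scaled to controls: 0 for no effect and ±100 for the full control effect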
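U2OS cells transduced with KCNH2 3.1 mutant virus (1.77 x 10^8 /mL, 4 h), plated overnight at 37 C, loaded 45 min with FluxOr dye plus Red40 quencher. Thallium flux rate constant from kinetic reads after stimulation buffer, normalised to controls.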
NPC1 promoter act: qHTS Assay for NPC1 Promoter Activators | 2.4% of 320,000 active | Huh7 NPC1 promoter luciferase reporter, 24 h | Potency, µM (top dose mostly 9.22 µM), for the others: at the top dose activation, usual class: activators;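 also: potency is read from the fitted curve at half-maximal effect; % of control where 0% means no effect; nearly all actives have a fitted effect of over 60% in size; reporter is driven by a mutant NPC1 promoter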
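Readout is luciferase luminescence, reflecting NPC1 promoter activation in stably transfected Huh7 cells after 24 h compound exposure at 37 °C in reduced-serum medium with 10% FBS.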
RORg inh: qHTS for inhibitors of ROR gamma transcriptional activity | Potency, µM (series often up to 53.6 µM), for the others: at the top dose activity change, negative = inhibition, usual class: inhibitors | Drosophila S2 Gal4-RORgamma UAS-luciferase reporter, 20 h | 5.4% of 310,000 active | Nuclear receptor ROR-gamma (Mus musculus), P51450; also: potency is read from the fitted curve at half-maximal effect; % is scaled to controls: 0 for no effect and ±100 for the full control effect; nearly all actives have a fitted effect of over 60% in size
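Drosophila Schneider cells stably carrying a metallothionein-driven Gal4 DBD–ROR gamma fusion and a UAS-Photinus luciferase reporter were exposed to compound for 1 hr, then induced with copper sulfate (700 uM final) for 20 hr at ambient temperature before luminescence reading.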
uPA surface inh: qHTS for Inhibitors of Cell Surface uPA Generation; cell surface uPA generation assay, qHTS; Potency, µM (top dose mostly 38.3 µM), for the others: at the top dose activity change, negative = inhibition, usual class: inhibitors; 0.31% of 330,000 active; AID 540303, 2011; active = well fitted inhibition curve with a large enough effect; inconclusive = small, poorly fitted or top-dose-only effect; inactive = no such curve, though single readings can be large or run the other way; tested in mouse RAW 264.7 cells; also: potency is read from the fitted curve at half-maximal effect; % is scaled to controls: 0 for no effect and ±100 for the full control effect; nearly all actives have a fitted effect of over 55% in size
Giardia killer: Small Molecules that selectively kill Giardia lamblia: qHTS. Giardia lamblia trophozoite viability. activity change, % at 7.66 µM, hits read low. 0.15% of 340,000 active; in the data active = activity change below about -80%; inconclusive = between about -30% and that limit;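 also: parasites exposed to compound for two days anaerobically before the ATP read; % is scaled to controls: 0 for no effect and ±100 for the full control effect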
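Giardia trophozoites, 100 cells per well, were exposed to compounds for 48 hrs at 37 deg C under anaerobic conditions; viability was then read as ATP content by bioluminescence after 15-30 min at room temperature.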
* hit, by the source's call. Unless noted, calls follow the shape of the dose curve; as a rule, active = well fitted curve in the direction sought with a large enough effect; inconclusive = small, poorly fitted or top-dose-only effect, or another doubt; inactive = no such curve, though single readings can be large; an effect the other way counts as inactive or inconclusive.

`Cn1ncc2c(NNC(=O)c3ccccc3Cl)ncnc21` gave Gal4-VP16 FLuc inconclusive, Coupling enz 0, Tb PFK block -8%, ELG1 genotoxic 1%, Rab9 promoter act -4%, FLuc counter -1%, KCNH2 3.1 block -5, NPC1 promoter act 0%, RORg inh 1µM*, uPA surface inh 1% and Giardia killer -9.
`Cc1onc(-c2c(Cl)cccc2Cl)c1C(=O)NCc1ccccn1` gave Gal4-VP16 FLuc 3%, Coupling enz 4, Tb PFK block -1%, ELG1 genotoxic 2%, Rab9 promoter act 0%, FLuc counter 5%, KCNH2 3.1 block -19, NPC1 promoter act 0%, RORg inh 13% and Giardia killer 7.
`C/C(=C\C(=O)c1c(O)cc(C)oc1=O)N(C)C` gave Gal4-VP16 FLuc -3%, Coupling enz 0, Tb PFK block -2%, ELG1 genotoxic 1%, Rab9 promoter act 1%, FLuc counter -16%, KCNH2 3.1 block 7, NPC1 promoter act -1%, RORg inh 4%, uPA surface inh -1% and Giardia killer -2.
CC1CCN(CC(=O)c2c[nH]c3ccccc23)CC1 was read as Gal4-VP16 FLuc 0%, Coupling enz -1, Tb PFK block 2%, ELG1 genotoxic 1%, Rab9 promoter act 6%, FLuc counter 0%, KCNH2 3.1 block -13, NPC1 promoter act 13%, RORg inh 0%, uPA surface inh -4% and Giardia killer 13.
For Cc1cc(NS(=O)(=O)c2ccc(NC(=O)CCCOc3ccc(Cl)cc3)cc2)no1 the results were Gal4-VP16 FLuc 0%, Coupling enz 15, Tb PFK block -5%, ELG1 genotoxic 0%, Rab9 promoter act -5%, FLuc counter 0%, KCNH2 3.1 block 14, NPC1 promoter act -1%, RORg inh 37%, uPA surface inh -7% and Giardia killer -1.
For Cc1ccc(NC(=O)COC(=O)Cc2csc(-c3cccc(F)c3)n2)cc1C the results were Gal4-VP16 FLuc 2%, Coupling enz -1, Tb PFK block 8%, ELG1 genotoxic -2%, Rab9 promoter act 1%, FLuc counter -12%, KCNH2 3.1 block -44, NPC1 promoter act 1%, RORg inh -4%, uPA surface inh 0% and Giardia killer -11.
Screening O=C(c1ccco1)N1CCN(C(c2ccccn2)c2nnnn2C2CCCC2)CC1 (stereo not given) returned Gal4-VP16 FLuc -15%, Coupling enz -1, Tb PFK block 0%, ELG1 genotoxic inconclusive, Rab9 promoter act inconclusive, FLuc counter 15µM*, KCNH2 3.1 block 1, NPC1 promoter act inconclusive, RORg inh 17%, uPA surface inh 1% and Giardia killer 6.
Screening CNC(=O)CSc1nnnn1CCCOC returned Gal4-VP16 FLuc -1%, Coupling enz 4, Tb PFK block -4%, ELG1 genotoxic -9%, Rab9 promoter act 4%, FLuc counter 0%, KCNH2 3.1 block -5, NPC1 promoter act 2%, RORg inh 1%, uPA surface inh 4% and Giardia killer 7.
COc1ccc2c(C#CCCO)c(-c3ccc(S(C)(=O)=O)cc3)sc2c1 was read as Tb PFK block 3%, ELG1 genotoxic 4%, KCNH2 3.1 block -3, uPA surface inh -13% and Giardia killer 1.
Screening CC(C)NC(=O)C1CCN(C2CCN(C(=O)C3=CCCC3)CC2)CC1 returned Gal4-VP16 FLuc 5%, Coupling enz 0, Tb PFK block -2%, ELG1 genotoxic 0%, Rab9 promoter act 0%, FLuc counter -2%, KCNH2 3.1 block 2, NPC1 promoter act 0%, RORg inh 21%, uPA surface inh 9% and Giardia killer -8.
`COC(c1ccccc1)c1nnc(CCC(=O)N2CCCCCCC2)o1` (stereo not given) gave Gal4-VP16 FLuc -11%, Coupling enz -1, Tb PFK block -1%, ELG1 genotoxic 1%, Rab9 promoter act -2%, FLuc counter -4%, KCNH2 3.1 block 4, NPC1 promoter act -4%, RORg inh 7%, uPA surface inh -1% and Giardia killer -4.
Cc1ccc(NC(=O)Cc2nn(C)c(=O)c3ccccc23)cc1F was read as Gal4-VP16 FLuc 11µM*, Coupling enz 1, Tb PFK block 14%, ELG1 genotoxic -6%, Rab9 promoter act -26%, FLuc counter 1%, KCNH2 3.1 block -2, NPC1 promoter act -30%, RORg inh -19%, uPA surface inh -10% and Giardia killer 8.
Cc1nn(-c2ccc([N+](=O)[O-])cc2)c2c1C(c1ccc(OC(F)F)cc1)N1C(=N2)C(=O)Nc2ccccc21 (stereo not given) was read as Gal4-VP16 FLuc 2%, Coupling enz -3, Tb PFK block 6%, ELG1 genotoxic -12%, Rab9 promoter act -21%, FLuc counter 2%, KCNH2 3.1 block -45, NPC1 promoter act -27%, RORg inh -4%, uPA surface inh 6% and Giardia killer -16.
`Cc1ccc(-n2nc3c(c2NC(=O)c2ccc4c(c2)OCO4)CS(=O)(=O)C3)cc1C` gave Gal4-VP16 FLuc -9%, Tb PFK block -4%, ELG1 genotoxic -3%, Rab9 promoter act 5%, FLuc counter -6%, KCNH2 3.1 block -9, NPC1 promoter act 1%, RORg inh 38%, uPA surface inh -8% and Giardia killer -15.
Screening CC(=O)Nc1ccc(-c2csc(NCc3ccccc3)n2)cc1 returned Gal4-VP16 FLuc -2%, Coupling enz -4, Tb PFK block 0%, ELG1 genotoxic inconclusive, Rab9 promoter act inconclusive, FLuc counter 19µM*, KCNH2 3.1 block 2, NPC1 promoter act 22%, RORg inh 15% and Giardia killer -6.
Cc1ccc(S(=O)(=O)NCC(=O)NC2CCCCCC2)cc1 was read as Gal4-VP16 FLuc 1%, Coupling enz 3, Tb PFK block -4%, ELG1 genotoxic 2%, Rab9 promoter act 12%, FLuc counter 0%, KCNH2 3.1 block -6, NPC1 promoter act -1%, RORg inh -9%, uPA surface inh 8% and Giardia killer -15.
`O=C(Nc1cccc(O)c1)c1ccc(Br)cc1` gave Gal4-VP16 FLuc 9%, Coupling enz 0, Tb PFK block -4%, ELG1 genotoxic 5.8µM*, Rab9 promoter act inconclusive, FLuc counter 12µM*, KCNH2 3.1 block 0, NPC1 promoter act inconclusive, RORg inh 24% and Giardia killer -7.
Screening O=C(CSc1nc2[nH]ncc2c(=O)n1-c1ccccc1)N1CCCc2ccccc21 returned Gal4-VP16 FLuc -2%, Coupling enz 0, Tb PFK block 2%, ELG1 genotoxic -1%, Rab9 promoter act -1%, FLuc counter 3%, KCNH2 3.1 block -184*, NPC1 promoter act 1%, RORg inh inconclusive and Giardia killer 12.
`O=C(O)CN1C(=O)COc2cc(S(=O)(=O)N3CCCC3)ccc21` gave Gal4-VP16 FLuc 0%, Coupling enz -1, Tb PFK block 3%, ELG1 genotoxic -1%, Rab9 promoter act -4%, FLuc counter 0%, KCNH2 3.1 block 15, NPC1 promoter act 4%, RORg inh -10%, uPA surface inh 14% and Giardia killer -18.
Screening Cc1ccc(NC(=O)Cn2cnc3c(=O)n(C)c(=O)n(C)c32)c(C)c1 returned Gal4-VP16 FLuc 5%, Coupling enz 3, Tb PFK block 0%, ELG1 genotoxic 0%, Rab9 promoter act -5%, FLuc counter 0%, KCNH2 3.1 block 4, NPC1 promoter act 2%, RORg inh 3%, uPA surface inh -3% and Giardia killer 9.
`Cc1ccc(-c2nc(CS(=O)(=O)CC(=O)Nc3cc(F)ccc3F)c(C)o2)cc1` gave Gal4-VP16 FLuc -9%, Coupling enz 2, Tb PFK block 1%, ELG1 genotoxic -5%, Rab9 promoter act -1%, FLuc counter 0%, KCNH2 3.1 block 3, NPC1 promoter act -7%, RORg inh -7%, uPA surface inh 12% and Giardia killer -2.
Screening CCOC(=O)COc1ccc(S(=O)(=O)NCc2cccnc2)cc1 returned Gal4-VP16 FLuc 1%, Coupling enz 0, Tb PFK block -2%, ELG1 genotoxic -5%, Rab9 promoter act -5%, FLuc counter -1%, KCNH2 3.1 block -9, NPC1 promoter act -2%, RORg inh -14%, uPA surface inh 9% and Giardia killer -1.
Screening Cc1ccc2cccc(S(=O)(=O)n3nc(C)cc3C)c2n1 returned Gal4-VP16 FLuc 5%, Coupling enz -29, Tb PFK block -2%, ELG1 genotoxic -1%, Rab9 promoter act 0%, FLuc counter 5%, KCNH2 3.1 block 4, NPC1 promoter act 2%, RORg inh 7%, uPA surface inh -2% and Giardia killer 3.
